# MC4R barr agon: agonists of human melanocortin 4 receptor (MC4R) beta-arrestin; P32245; U2OS MC4R beta-arrestin complementation, luminescence; percent of melanotan II response, DMSO zero; activation, % at 8.9 µM; hit rate 0.98% among 360,000;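 active = activation above a per-plate cutoff, the mean activation of sample wells on that plate plus 3 SD, cut at about 8% in these data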
# TLR9-MyD88 inh: blocks human TLR9 binding to MyD88 | inhibition, % at 4.98 µM | AID 504734 | CHO BLA complementation TLR9-MyD88, CCF4 FRET ratio | hit rate 0.21% among 340,000 | Q9NR96+Q99836;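 active = inhibition above the mean over all tested compounds plus 3 SD, cut at about 21% in these data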;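 note: 0% = DMSO only wells and 100% = clavulanate BLA inhibitor control wells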
# HTR2A ag: mouse HTR2A agonism via beta-arrestin recruitment; P35363; activation, % at 7.6 µM; CHO-K1 mHTR2A beta-arrestin complementation, luminescence; percent of 30 µM serotonin response; hit rate 0.66% among 360,000;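 active = activation above a run cutoff, the mean activation of all tested compounds plus 3 SD, cut at about 14% in these data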;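 note: 0% = plate median of compound wells and 100% = 30 µM serotonin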
# SRC2 inh: inhibits human steroid receptor coactivator 2. AID 651957. Q15596. inhibition, % at 9 µM. HEK293 GAL4-SRC2 luciferase reporter, luminescence. hit rate 0.17% among 370,000;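 active = inhibition above the mean inhibition of all tested compounds plus 3 SD, set per campaign, cut at about 52% in these data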;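 note: 0% = DMSO treated cells and 100% = cells given Gossypol at 36 µM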
# ABHD5 PLIN5 PPI: inhibitors of human ABHD5-perilipin-5 interaction. Q00G26+Q8WTS1. Split G. princeps luciferase complementation, luminescence, 4 h. inhibition, % at 4 µM. hit rate 0.78% among 360,000;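 active = inhibition above the mean inhibition across every tested compound plus 3 SD, cut at about 22% in these data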;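 note: 0% = DMSO only wells and the 100% control is not disclosed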
# Target sequence (Q00G26 whole entry, looked up): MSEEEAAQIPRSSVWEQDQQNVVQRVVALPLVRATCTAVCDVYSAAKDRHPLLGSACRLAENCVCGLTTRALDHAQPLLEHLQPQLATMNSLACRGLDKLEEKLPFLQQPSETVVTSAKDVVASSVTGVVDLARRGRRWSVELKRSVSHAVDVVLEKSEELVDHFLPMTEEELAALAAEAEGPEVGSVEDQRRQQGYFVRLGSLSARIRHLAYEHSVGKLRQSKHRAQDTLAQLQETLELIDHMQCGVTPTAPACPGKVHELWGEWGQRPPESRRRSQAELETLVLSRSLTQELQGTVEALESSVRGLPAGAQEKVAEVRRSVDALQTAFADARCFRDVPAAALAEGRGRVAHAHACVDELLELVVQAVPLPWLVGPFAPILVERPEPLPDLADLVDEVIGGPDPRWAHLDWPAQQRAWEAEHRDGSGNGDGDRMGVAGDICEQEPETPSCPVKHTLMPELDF
# Target sequence (Q8WTS1 whole entry, looked up): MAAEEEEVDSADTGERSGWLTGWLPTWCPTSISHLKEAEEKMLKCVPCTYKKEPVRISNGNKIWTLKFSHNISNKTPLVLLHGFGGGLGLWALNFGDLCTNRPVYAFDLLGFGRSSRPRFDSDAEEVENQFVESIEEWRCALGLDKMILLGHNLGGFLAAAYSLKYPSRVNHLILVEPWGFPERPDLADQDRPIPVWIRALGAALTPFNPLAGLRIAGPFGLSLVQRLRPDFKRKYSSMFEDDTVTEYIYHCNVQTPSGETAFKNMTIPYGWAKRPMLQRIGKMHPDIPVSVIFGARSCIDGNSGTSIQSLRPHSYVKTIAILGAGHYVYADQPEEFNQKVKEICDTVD
# H9c2 protect: myocardial damage modulation in H9c2 cells; H9c2 cardiomyocytes, H2O2 injury protection, ATPLite, 2 h; protection from H2O2 cell death, % at 20 µM; AID 588492; hit rate 0.63% among 360,000;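 active = compounds giving at least 50% protection of heart cells from peroxide-induced death in the single-dose screen, raw or plate-pattern-corrected value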;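 note: 0% = DMSO wells with peroxide and 100% = DMSO wells without peroxide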
# Glyco luc inh: blocks N-linked glycosylation in D54 reporter cells; D54 ERlucT glycosylation luciferase reporter, 24 h; percent of 100 nM tunicamycin response; reporter increase, % at 12.5 µM; hit rate 0.23% among 360,000;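 active = mean luciferase reporter signal, scaled so untreated is 0 and the glycosylation-blocking control 100, at or above a set limit in every replicate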;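 note: luciferase carries N-glycosylation sites so blocking glycosylation raises the light; 0% = median of neutral control wells and 100% = median of 100 nM tunicamycin wells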
# ABCB6 inh 2: human ABCB6 transporter inhibition; hit rate 0.19% among 360,000; AID 602162; fluorescence ratio to DMSO, % at 10 µM; K562-ABCB6 porphyrin accumulation, flow cytometry, 1 h; active compounds read low;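 active = fluorescence ratio to DMSO below 75%, the collection mean minus 3 SD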;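 note: signal is porphyrin accumulated inside mitochondria; 100% equals median channel fluorescence of DMSO control wells; lower ratio means ABCB6 inhibition with less porphyrin fluorescence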
# MC4R antagonist: blocks human MC4R cAMP signaling; P32245; MC4R-expressing cells, MTII-stimulated cAMP, LANCE TR-FRET; inhibition, % at 6.5 µM; hit rate 0.48% among 360,000;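 active = inhibition above its plate's cutoff, the mean of tested wells on that plate plus 3 SD, cut at about 29% in these data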;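 note: 0% = Melanotan II alone and 100% = Melanotan II plus saturating MCL0020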
#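 Material – human MC4R-expressing U2OS cells · Repeats – no replicates · Detection – TR-FRET with Eu-cAMP and labeled anti-cAMP, 671 nm · Times – compound 30 min, challenge 1 h, detection 1 h · Compound – single nominal compound dose of 6.5 µM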
# NOD2 RIPK2 PPI: inhibitors of human NOD2-RIPK2 interaction; CHO BLA complementation NOD2-RIPK2, CCF4 ratio; inhibition, % at 4.98 µM; hit rate 0.38% among 360,000; AID 624267; in the data active = inhibition above about 21%;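 note: 0% = vehicle only and 100% = reference blocker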
# * = called active by the depositor; · = not tested or not shown.
SMILES,MC4R barr agon,TLR9-MyD88 inh,HTR2A ag,SRC2 inh,ABHD5 PLIN5 PPI,H9c2 protect,Glyco luc inh,ABCB6 inh 2,MC4R antagonist,NOD2 RIPK2 PPI
CCOc1ccccc1NC(=O)c1nc(S(=O)(=O)Cc2cccc(C)c2)ncc1Cl,-2.0,-5,-1,-11,8,-20,-11,41*,22,-14
C[C@H]1CN([C@@H](C)CO)C(=O)c2cc(Br)cnc2O[C@H]1CN(C)C(=O)c1ccc2c(c1)OCO2,0.2,1,5,4,1,2,2,101,7,0
CC1(C(=O)NCc2ccccc2)CCC(=O)N1CC(F)(F)F (stereo not given),·,·,5,14,2,5,1,97,·,1
N/C(=N\N=C\c1cccc([N+](=O)[O-])c1)c1nonc1N,-0.9,·,-6,-44,0,0,2,103,-2,-5
COc1ccccc1NC(=O)CSc1nnc(C)n1CC1CCCO1 (stereo not given),3.2,-6,5,22,4,-2,2,100,-5,-2
Cc1ccc2c(c1)N(CC(=O)NCCCN1CCCC1)C(=O)CO2,-2.4,-9,-5,-2,0,-4,0,102,2,-11
O=C(O)C1(Nc2ccc(Br)cc2)CCCC1,-1.2,-5,6,44,1,-2,0,97,2,-2
CC(/C=C\C=C\c1ccccc1)=N\NC(=O)c1cncc(Br)c1,-2.5,0,8,5,0,23,4,94,6,-14
Cn1c(N)c(C(=O)COC(=O)COc2ccc3ccccc3c2)c(=O)n(C)c1=O,0.8,4,1,-8,0,3,0,99,-3,-8
COc1ccc(S(=O)(=O)N2CCOCC2)cc1C(=O)NCC(c1ccccc1)c1ccccc1,-1.2,4,-1,-5,-5,-1,-3,102,7,-5
CCOc1cc(N2CCOCC2)c(OCC)cc1NC(=O)c1cc(C)cc(C)c1,-0.6,3,3,6,-7,1,4,92,9,4
COc1ccccc1Cc1nc2ccccc2n1S(=O)(=O)c1ccc(Cl)cc1,-0.3,-11,-1,-7,4,-1,0,103,5,-14
O=C(OCc1ccccc1)/C(=C/c1cccc(Br)c1)NC(=O)c1ccco1,-4.4,6,-2,22,-8,-6,-3,98,-2,4
O=S(=O)(NCC1CCCO1)c1ccc2ccccc2c1 (stereo not given),-0.5,4,2,-16,2,3,-1,92,2,-5
O=C(NCS(=O)(=O)c1ccccc1)c1ccccc1,-1.2,3,7,-3,-1,3,2,98,18,4
COCCNC(=O)C1=C(N)C(C(=O)Nc2ccc(C)c(S(=O)(=O)N3CCCCC3)c2)SC1=Nc1ccc(C)cc1C (stereo not given),-4.1,-4,-1,·,1,-5,-4,80,-2,-4
CN(C)c1ccc(/C=C/C(=O)c2ccc3c(c2)OCCO3)cc1[N+](=O)[O-],-3.0,2,7,-12,12,1,8,104,-7,0
COCCNC(=O)Cn1nc(C(F)(F)F)c(Br)c1C,0.3,1,0,-13,-1,1,-1,357,6,-7
Cc1noc(C)c1COc1ccc(C(=O)N(C)CCOc2ccccc2)cc1,2.9,-1,2,-9,9,-2,0,96,3,-3
CCOc1cc(N2CCOCC2)c(OCC)cc1NC(=O)c1ccc(C)s1,-1.9,0,-5,25,-18,-4,0,101,11,5
COc1ccc(C(=O)NCc2nnc(SC)n2C2CCCCC2)cc1,-0.9,1,3,3,-1,-12,1,104,2,-8
CC[C@@H](C)C(NC(=O)OC(C)(C)C)c1cn([C@@H](CCC(=O)OC(C)(C)C)C(=O)N2CCN(C(=O)OC(C)(C)C)CC2)nn1 (stereo not given in full),-0.9,-8,-1,16,1,15,0,99,0,-2
COc1ccc(-c2nc(NC3=NCCCCC3)sc2C)cc1,0.0,5,-1,-3,6,-10,-2,99,2,-9
Cc1ccc(Cn2c(SCC(=O)NCC3CCCO3)nc3c2c(=O)n(C)c(=O)n3C)cc1 (stereo not given),2.1,0,5,11,-5,-4,-1,92,0,-8
COc1ccc(CCNC(=O)CSc2nc3ncccc3[nH]2)c(OC)c1,0.7,-7,4,-27,0,0,-1,105,1,-5
COc1ccc(OC)c(NC(=O)c2cc(S(=O)(=O)N3CCCC3)cn2C)c1,0.6,1,0,-7,-1,6,0,103,2,12
O=C(Nc1ccc2nc3n(c(=O)c2c1)CCCCC3)c1cc([N+](=O)[O-])ccc1F,-5.4,-8,14,37,8,4,-15,96,-18,15
CCCC1(C(=O)OCC)NC(c2ccc(OC)cc2OC)C2C(=O)N(c3ccccc3)C(=O)C21 (stereo not given),0.4,1,1,9,3,10,0,101,5,-6
Cc1cc(=O)n2[nH]c(CCC(=O)O)nc2n1,0.3,-3,5,13,-1,2,3,99,12,7
CC(=O)c1cccc(S(=O)(=O)N2CCN(CCOc3ccccc3)CC2)c1,-3.7,-1,3,16,0,3,-3,94,-5,0
CN(C)c1ccc(C(CNC(=O)c2cccs2)N(C)C)cc1 (stereo not given),-1.0,7,1,-30,-1,2,1,105,1,-6
Fc1cccc(Cl)c1/C=N/Nc1c(Cl)cncc1Cl,10*,-4,2,3,0,-9,-3,100,-6,9
O=S(=O)(Cc1ccccc1)NCC1CCCN(Cc2ccc3nonc3c2)C1 (stereo not given),-1.8,-6,-2,-2,-2,0,1,100,9,-11
Cc1nc2ccccn2c(=O)c1NC(=O)c1cccc2ccccc12,-4.2,-5,-2,-23,2,9,-1,99,1,-10
CCCOC(=O)c1ccc(Oc2coc3c(CN(CC)CC)c(O)ccc3c2=O)cc1,0.9,1,0,1,8,-7,0,102,10,8
Cc1ccccc1NC(=O)c1c(C)[nH]c(=S)c(C#N)c1-c1ccco1,-3.6,-13,1,16,-1,3,3,101,0,-2
CCC(C)NC(=O)C1CCN(S(=O)(=O)c2cccc3nonc23)CC1 (stereo not given),-0.2,3,-3,-4,1,4,0,94,10,-11
CC(C)C[C@H](NC(=O)N1CC(=O)Nc2ccccc21)C(=O)N[C@H](Cc1c[nH]c2ccccc12)C(=O)O,-0.7,-1,-1,-37,8,0,0,100,-1,0
Cc1ccc(S(=O)(=O)N(C)c2ccccc2C(=O)N2CCCC2)cc1,-2.1,1,0,-14,6,3,2,96,-2,0
CN(C)CCN=Cc1c(O)n(Cc2ccc3c(c2)OCO3)c(=O)c2ccccc12,-2.1,-4,-3,-35,1,37,-1,89,-2,2
CCCN1CCC(NC(=O)Cc2cccc(C)c2)CC1,-0.1,-6,0,-27,6,-1,0,96,-4,-12
COc1cc(OC)cc(C(=O)NCCCN2CCN(CCCNC(=O)c3cc(OC)cc(OC)c3)CC2)c1,-3.4,-1,9,10,1,-3,0,97,8,-8
c1ccc(-c2nc3cccnc3nc2-c2ccccc2)cc1,-2.5,2,8,-3,3,3,8,89,-2,0
CCOc1ccc(NC(=O)CN(C)C(=O)c2ccc(N3CCCCC3)c([N+](=O)[O-])c2)cc1OCC,-2.2,0,-7,3,-5,-3,0,99,0,-4
Cc1ccc(Cl)cc1NC(=O)C1CC(=O)N(C(C)C)C1 (stereo not given),-2.2,1,-4,-30,2,-2,2,99,2,8
Cc1ccccc1OCC(O)Cn1c(Br)nc2c1c(=O)[nH]c(=O)n2C (stereo not given),-1.3,-15,4,-5,3,41,2,105,5,-12
CCN(CC)S(=O)(=O)N1CCN(S(=O)(=O)N2CCOCC2)CC1,-2.4,-6,2,-12,0,2,0,91,10,-5
COc1cccc(-n2ccnc2SCC(=O)NCc2ccccc2)c1,-1.2,-4,1,-14,-1,2,-2,94,5,-2

# 3 compounds already listed, arranged by the value under Glyco luc inh, largest number first.
structure | Glyco luc inh
Cc1ccc(S(=O)(=O)N(C)c2ccccc2C(=O)N2CCCC2)cc1 | 2
COc1cc(OC)cc(C(=O)NCCCN2CCN(CCCNC(=O)c3cc(OC)cc(OC)c3)CC2)c1 | 0
CN(C)CCN=Cc1c(O)n(Cc2ccc3c(c2)OCO3)c(=O)c2ccccc12 | -1

# Reformatted: entries from further up.
molecule	MC4R barr agon	TLR9-MyD88 inh	HTR2A ag	SRC2 inh	ABHD5 PLIN5 PPI	H9c2 protect	Glyco luc inh	ABCB6 inh 2	MC4R antagonist	NOD2 RIPK2 PPI
Cc1ccccc1NC(=O)c1c(C)[nH]c(=S)c(C#N)c1-c1ccco1	-3.6	-13	1	16	-1	3	3	101	0	-2
CCC(C)NC(=O)C1CCN(S(=O)(=O)c2cccc3nonc23)CC1 (stereo not given)	-0.2	3	-3	-4	1	4	0	94	10	-11
CC(C)C[C@H](NC(=O)N1CC(=O)Nc2ccccc21)C(=O)N[C@H](Cc1c[nH]c2ccccc12)C(=O)O	-0.7	-1	-1	-37	8	0	0	100	-1	0
Cc1ccc(S(=O)(=O)N(C)c2ccccc2C(=O)N2CCCC2)cc1	-2.1	1	0	-14	6	3	2	96	-2	0
CN(C)CCN=Cc1c(O)n(Cc2ccc3c(c2)OCO3)c(=O)c2ccccc12	-2.1	-4	-3	-35	1	37	-1	89	-2	2
CCCN1CCC(NC(=O)Cc2cccc(C)c2)CC1	-0.1	-6	0	-27	6	-1	0	96	-4	-12
COc1cc(OC)cc(C(=O)NCCCN2CCN(CCCNC(=O)c3cc(OC)cc(OC)c3)CC2)c1	-3.4	-1	9	10	1	-3	0	97	8	-8
c1ccc(-c2nc3cccnc3nc2-c2ccccc2)cc1	-2.5	2	8	-3	3	3	8	89	-2	0
CCOc1ccc(NC(=O)CN(C)C(=O)c2ccc(N3CCCCC3)c([N+](=O)[O-])c2)cc1OCC	-2.2	0	-7	3	-5	-3	0	99	0	-4
Cc1ccc(Cl)cc1NC(=O)C1CC(=O)N(C(C)C)C1 (stereo not given)	-2.2	1	-4	-30	2	-2	2	99	2	8

# Further results follow.
SMILES,MC4R barr agon,TLR9-MyD88 inh,HTR2A ag,SRC2 inh,ABHD5 PLIN5 PPI,H9c2 protect,Glyco luc inh,ABCB6 inh 2,MC4R antagonist,NOD2 RIPK2 PPI
Cn1cnc([N+](=O)[O-])c1S(=O)(=O)Oc1ccc(Cl)cc1,-1.3,2,5,-3,73*,-30,9,107,-2,21*
CCOc1ccccc1C(=O)N[C@H](C(=O)OCC(=O)Nc1nnc(-c2ccccc2)o1)C(C)C,-2.8,5,-1,-3,-2,27,1,97,0,-12
COc1ccc(OC)c(NC(=O)CN(Cc2ccc(Cl)cc2)S(C)(=O)=O)c1,-1.5,-3,2,-35,0,-2,-2,98,0,-3
COc1cc(C2CC(=O)Oc3cc(C)cc(C)c32)cc(OC)c1OC (stereo not given),2.8,-8,-5,9,-5,-3,-1,97,-5,2
CC(OC(=O)CC1CCCCC1)C(=O)Nc1ccc(F)cc1 (stereo not given),-0.3,4,0,8,-12,-8,-1,100,3,3
O=C(Nc1nnc(S(=O)(=O)N2CCCCCC2)s1)c1ccc(Br)cc1,0.0,3,-1,-3,1,-20,1,100,-3,-19
O=C1/C(=C\c2ccc(O)c(O)c2)C(c2ccccc2)=NN1c1ccccc1,-0.7,5,-2,-17,-20,8,-5,103,10,-2

# Screening data as filed in PubChem BioAssay.

# A portion of the library, so the mix of outcomes need not match the whole.
